Assay outcomes deposited in PubChem BioAssay by Fisher Drug Discovery Resource Center.
mcGAS inh: cyclic GMP-AMP synthase inhibitors, mouse, primary biochemical chemiluminescence | Q8C6L5 | recombinant cGAS, Kinase-Glo ATP depletion luminescence | inhibition, % at 12.5 µM | actives 0.15% (n = 160,000);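 also: 0% = negative control wells and 100% = reference inhibitor with no enzyme activity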
hcGAS lum: Primary biochemical luminescence assay for human cyclic GMP-AMP synthase inhibitors; Q8N884; recombinant h-cGAS, ATP depletion, Kinase-Glo luminescence; inhibition, % at 12.5 µM; actives 0.081% (n = 290,000);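 also: 0% = vehicle reaction and 100% = reaction without DNA for no activity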
Target sequence (Q8N884 whole entry, looked up): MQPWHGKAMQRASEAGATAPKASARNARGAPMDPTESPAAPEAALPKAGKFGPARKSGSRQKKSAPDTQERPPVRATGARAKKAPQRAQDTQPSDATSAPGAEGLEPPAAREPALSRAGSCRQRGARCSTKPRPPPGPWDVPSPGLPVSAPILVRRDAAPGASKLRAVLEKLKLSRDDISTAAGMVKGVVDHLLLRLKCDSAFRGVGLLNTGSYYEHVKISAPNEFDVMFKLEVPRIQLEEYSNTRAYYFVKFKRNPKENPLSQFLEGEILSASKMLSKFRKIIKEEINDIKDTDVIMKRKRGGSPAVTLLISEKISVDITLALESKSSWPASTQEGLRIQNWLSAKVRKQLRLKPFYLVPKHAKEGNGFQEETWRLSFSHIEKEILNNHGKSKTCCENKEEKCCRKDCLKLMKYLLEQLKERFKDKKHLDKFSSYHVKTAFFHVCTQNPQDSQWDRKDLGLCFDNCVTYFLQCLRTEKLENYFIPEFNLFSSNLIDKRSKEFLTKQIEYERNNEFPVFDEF
NPYLR7 ag: agonists of mosquito NPYLR7 receptor, primary screen, cell-based, Aedes aegypti, calcium fluorescence, mosquito biting behavior. AID 1259423, 2018. actives 0.15% (n = 270,000). activation, % at 10 µM. HEK293T NPYLR7/Galpha15, GCaMP6s calcium fluorescence. Aedes aegypti neuropeptide Y-like receptor 7 (NPYLR7); in the data active = activation above about 40%;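 also: 0% = vehicle and 100% = reference agonist at the receptor; some compounds past the cut are filed as inactive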
* = called active by the depositor; · = not tested or not shown; & = joins results of further samples. Rule as the data show it, unless noted: active = inhibition above about 40%; inactive = the rest.

entry | SMILES | mcGAS inh | hcGAS lum | NPYLR7 ag
1 | O=C(Nc1ccc(-c2ccc(N3CCCC3)nn2)cc1)c1ccc2nsnc2c1 | 1 | 2 | -1
2 | CCCCN(Cc1cccn1Cc1cccc(C)c1)C(=O)CN(CCOC)C(=O)c1ccccc1F | -7 | -10 | 0
3 | CC(C)N(Cc1nc(-c2ccc3c(c2)OCO3)no1)CC1CCC(=O)N1 (configuration not stated) | -5 | -6 | 3
4 | CCCOc1ccc(C(=O)N2CCC(n3cnc4ccc(C)cc43)CC2)cc1 | -5 | -8 | -6
5 | CC(C)Cn1c(CN(Cc2ccccc2)Cc2ccccc2)nc2c1c(=O)n(C)c(=O)n2C | · | -4 | 11
6 | CCNC(=O)N1CCN(C(=O)c2cc(-c3ccccc3)n(-c3cccc(OC)c3)c2C)CC1 | -1 | 0 | -6
7 | CCc1nc2ccc(C(=O)N3CCCC(C(N)=O)C3)cn2c1N(CC)C(=O)NCCc1ccccc1 (configuration not stated) | 0 | -2 | 0
8 | Cc1cc2ncc(SC(=O)N(C)C)cn2n1 | -15 | -9 | 17
9 | Cc1cnc2c(C(=O)NC(C)c3nncn3C(C)C)cnn2c1 (configuration not stated) | -11 | -8 | -1
10 | Cn1ccnc1C1CCCCN1Cc1nc(COc2ccccc2)no1 (configuration not stated) | -11 | -12 | 17
11 | CS(=O)(=O)c1ccc(S(=O)(=O)Nc2ccc(Cl)c([N+](=O)[O-])c2)cc1 | -6 | -1 | 1
12 | CN1Cc2ccccc2CC1CN (configuration not stated) | · | 4 | -9
13 | CC(C)(C)CN1CCNC(=O)C1CC(=O)NC(C)(C)CN1CCCC1 (configuration not stated) | · | 0 | 10
14 | COc1ccc(NC(=O)C2(C)CCc3ccccc3C2)cc1 (configuration not stated) | · | -5&-7 | 5&3
15 | CCOC(=O)c1c(NC(=O)CCl)sc(C(=O)OC)c1CC(=O)OC | · | -1 | -5
16 | CC(C)c1cc(N2CCN(C)CC2)nc(SCc2ccc(C(=O)NCC3CCCO3)o2)n1 (configuration not stated) | -7 | -11 | 11
17 | C(=C\C1CCCCCN1)/c1ccccc1 (configuration not stated) | · | -8 | 20
18 | CCCCCCCN1C(=O)C(=Cc2c(NCCO)nc3ccccn3c2=O)SC1=S | -7 | -4 | 18
19 | CSc1nnc(C)c(=O)n1COC(=O)c1ccc(Cl)cc1Cl | 3 | -4 | 1
20 | CC(C(=O)O)N1C(=O)/C(=C/c2cccc(Br)c2)SC1=S (configuration not stated) | 5 | -2 | -5
21 | NC(=O)C1CC2CCCCC2N1CC(=O)Nc1cc(Cl)c(Cl)cc1Cl (configuration not stated) | · | 1 | 0
22 | CCOc1ccc(-c2ccc(=O)n(CCNS(=O)(=O)c3ccccc3)n2)cc1 | -9 | -4 | 1
23 | CCOC(=O)c1cnc(-c2ccc(OC)cc2)nc1N1Cc2ccccc2C1 | -6 | -2 | -3
24 | Cc1ccccc1-n1nc(C)c(CNC(=O)c2cc(-c3ccc(Br)cc3)nc3ccccc23)c1C | -5 | -9 | -16
25 | CC(NC1CCN(c2ccc3c(c2)OCO3)CC1)c1cn2ccsc2n1 (configuration not stated) | -10 | -3 | 4
26 | O=C(CCN1CCc2sccc2C1c1cccc(F)c1)N1CCN(C(=O)c2cccc([N+](=O)[O-])c2)CC1 (configuration not stated) | -5 | -3 | 7
27 | O=C(Nc1ccc2c(c1)CN(Cc1ccccc1O)CC2)C1CCCO1 (configuration not stated) | · | 1 | 2
28 | CCCCOc1ccc(C(=O)Nc2ccc(F)cc2F)cc1 | -13 | -14 | 6
29 | COc1ccc(Nc2nc(NCC3CCCO3)nc(N)c2[N+](=O)[O-])cc1 (configuration not stated) | · | 5 | 1
30 | COc1cc(F)c(NC(=O)C(=O)N2CCCOCC2)cc1OC | -12 | -7 | 0
31 | C=CCc1cc(OC)ccc1OCCCCn1cnc2ccccc2c1=O | · | -8 | -7
32 | Cc1ccc(NC(=O)c2csc(CSc3nnc(-c4ccncc4)n3-c3ccccc3Cl)n2)cc1C | -4 | -3 | -2
33 | O=C(NC1CC1)[C@@]1(OCc2ccc(F)cc2)CC(OCc2ccccc2F)[C@H](O)[C@H](O)C1 (some centres not stated) | -7 | -9 | 27
34 | CC(C)Cc1noc(CN(C)CC(=O)Nc2nc3ccccc3[nH]2)n1 | · | -4 | 0
35 | Cc1occc1CN(C)C(=O)c1ccc(S(N)(=O)=O)o1 | · | -6 | -1
36 | O=c1cc(Cn2nnc(-c3ccc(Cl)cc3)n2)nc2sccn12 | · | -2 | 10
37 | Cc1c(C(=O)NCc2ccccc2)sc(=O)n1CCc1ccccc1 | · | -6 | 5
38 | CC(C)C(Oc1ccccc1C#N)C(=O)Nc1ccccc1O (configuration not stated) | · | -7 | 10
39 | CCOc1ccc(-c2ccc(C(=O)N3CCc4ccccc4C3c3ccc(F)cc3)s2)cc1 (configuration not stated) | -7 | -4 | 27
40 | C#CCOc1ccc(C=C2NC(=O)NC2=O)cc1OC | · | -3 | 1
41 | Cc1ccc(-c2nc(C)sc2CC(=O)N2CCOc3ccccc32)cc1 | · | -8 | 5
42 | O=C1C2C(c3ccc([N+](=O)[O-])cc3)NN(Cc3ccccc3)C2C(=O)N1c1ccccc1 (configuration not stated) | -7 | -8 | 11
43 | CC1=NOC(C)(C(=O)Nc2ccc(Cl)c(C(=O)OC(C)C)c2)C1 (configuration not stated) | -18 | -8 | 19
44 | O=C(CN1CCN(Cc2ccccc2)CC1)NC(=O)NCc1ccccc1 | -4 | -5 | 3
45 | Cc1nc(CC(=O)NC(C)c2nc(-c3ccccc3C)no2)c(C)s1 (configuration not stated) | · | -5 | 7
46 | Cc1ccc2nc(CSc3ncnc4sc5c(c34)CCCC5)cc(=O)n2c1 | · | -3 | 9
47 | O=C(C(=O)N1CCC(c2ccccc2Cl)C1)c1ccco1 (configuration not stated) | · | -6 | 1
48 | CCc1c(C)nc(-n2nc(C)cc2NC(=O)C(CC)c2ccccc2)[nH]c1=O (configuration not stated) | -8 | -8 | 12
49 | COCCN(CC(=O)N(Cc1ccc(F)cc1)Cc1ccco1)C(=O)c1ccc(-c2ccccc2)cc1 | -3 | 2 | -10
50 | O=C(NCC1=CCCN(Cc2ccc3ccccc3n2)C1)c1ccco1 | · | -5 | 5

4 entries from above, in transposed form.
[6] CCNC(=O)N1CCN(C(=O)c2cc(-c3ccccc3)n(-c3cccc(OC)c3)c2C)CC1
[43] CC1=NOC(C)(C(=O)Nc2ccc(Cl)c(C(=O)OC(C)C)c2)C1 (configuration not stated)
[15] CCOC(=O)c1c(NC(=O)CCl)sc(C(=O)OC)c1CC(=O)OC
[7] CCc1nc2ccc(C(=O)N3CCCC(C(N)=O)C3)cn2c1N(CC)C(=O)NCCc1ccccc1 (configuration not stated)

assay / compound	6	43	15	7
mcGAS inh	-1	-18	·	0
hcGAS lum	0	-8	-1	-2
NPYLR7 ag	-6	19	-5	0

(more compounds)
entry | SMILES | mcGAS inh | hcGAS lum | NPYLR7 ag
51 | OCCNc1nccc2[nH]c(-c3cccc(OC(F)(F)F)c3)nc12 | -4 | -2 | -6
52 | Cc1ccc2nc(/C=C/c3cn[nH]c3C(C)(C)C)ccc2c1 | · | -7 | 8
53 | CCOC(=O)C1C(=O)NC(N2CCN(CC)CC2)=NC1C(C)C (configuration not stated) | -6 | -3 | 5
54 | Cc1ccn(CCN2CCC(Oc3ccccc3Cl)CC2)n1 | · | -2 | 9
55 | CC(C)C(=O)Nc1cc(C(C)(C)C)nn1-c1ccccc1Cl | -8 | -6 | 20
56 | COc1ccccc1-c1cc(C(=O)NC(C)(C)C)n2nc(C(C)(C)C)cc2n1 | -1&1 | 0&-1 | -10&3
57 | CN(CC(=O)NCC(F)(F)F)C(=O)Nc1cc(Cl)ccc1Cl | · | -6 | 1
58 | Cc1cc(=O)oc(C)c1C(=O)NC1CCCCC1 | · | -6 | 3
59 | Cc1cc2nc(C)c(Cl)c(=O)n2[nH]1 | · | 3 | -14
60 | CN(Cc1ccccc1)Cc1nc2c(c(=O)n(C)c(=O)n2C)n1Cc1ccccc1Cl | -7 | -7 | 3
61 | CCn1nccc1NC(=O)C1(C)CCN1C(=O)c1sccc1C (configuration not stated) | -4 | -6 | 11
62 | O=C(Nc1ccc(CCN2CCC(O)CC2)cc1)C1CCCCC1 | · | -9 | 1
63 | Cc1cc(=O)[nH]c(-n2ncc(C(=O)Nc3cccc(C(F)(F)F)c3)c2C)n1 | · | 1 | -1
64 | COC(=O)C1=C(C)NC(=O)C1(NS(=O)(=O)c1ccc(C)cc1)C(F)(F)F (configuration not stated) | · | -7 | -2
65 | Cc1csc(=O)n1CCN1c2ccccc2CC1C (configuration not stated) | · | -8 | -2
66 | Nc1nn(C(=O)c2cccnc2N2CCOCC2)c2ccccc12 | -14 | -9 | 5
67 | COc1ccc(-c2cnc(SCCNC(=O)/C=C/c3ccccc3)[nH]2)cc1 | -6 | -2 | 16
68 | NC(=NCc1ccc(Cl)c(Cl)c1)NC(=O)c1nc(Cl)c(N)nc1N | -3 | -5 | -4
69 | CNc1cccc(-c2ccc(C(=O)NOC)cc2)n1 | · | -16 | 5
70 | CN(Cc1ccccn1)C(=O)c1cc(C(N)=O)n(-c2ccccc2)n1 | -15 | -3 | 6
71 | CCOc1ccc(C=C2N=C(c3ccc(OC)c(OC)c3)OC2=O)cc1 | · | -6 | 7
72 | COc1ccc(OCCNC(=O)c2cncn2-c2cccc(-c3ccc(OC)c(OC)c3)c2)cc1 | -6 | -2 | 5
73 | N#Cc1c(NC(=O)CSc2ncnc3sc4c(c23)CCC4)sc2c1CCC2 | -3 | -7 | 6
74 | Cc1cccc(C)c1NC(=O)CN1CCN(CCCC(c2ccc(F)cc2)c2ccc(F)cc2)CC1 | · | -3 | -8
75 | CN(Cc1nc2c(cnn2-c2ccccc2)c(=O)[nH]1)Cc1c(F)cccc1Cl | · | -7 | 7
76 | COC(=O)c1cc2c(=O)[nH]c(C(F)(F)F)nc2s1 | · | 0 | 7
77 | O=C(NCCCN1CCCC1=O)C(=O)NCC(c1ccco1)N1CCN(c2ccc(F)cc2)CC1 (configuration not stated) | · | -4 | 8
78 | Cc1nc2sc(C)c(C)n2c(=O)c1NC(=O)C1CC1 | · | -10 | 15
79 | COCCCNCC(=O)N1CCc2sccc2C1c1ccccc1C (configuration not stated) | -6 | -9 | -7
80 | Cc1cccc2sc(N(Cc3ccccn3)C(=O)c3cccc(S(C)(=O)=O)c3)nc12 | -9 | 1 | -2
81 | O=c1ccc(-c2cccs2)nn1Cc1ccccn1 | · | -11 | 6
82 | COc1ccccc1C1=N/C(=C\C(C)=C\c2ccccc2)C(=O)O1 | -5 | -3 | -1
83 | COC(=O)C1C(=O)CSC1=Nc1ccc(OC)c(OC)c1 (configuration not stated) | · | -5 | -2
84 | CCOCCOc1nc(-c2ccco2)n(-c2ccc(NC(=O)Nc3ccc(F)cc3F)cc2)n1 | -3 | -5 | ·
85 | CCN(CC)P(=N)(c1c(C)nc2ccccn12)N(CC)CC | · | -9 | 6
86 | O=C(CCl)Nn1cnc2c(cnn2-c2cccc(Cl)c2)c1=O | · | -7 | 3
87 | O=C(NS(=O)(=O)c1ccccc1)c1cccc(Cl)c1 | · | -5 | -24
88 | O=C1C2C(C(=O)N1/N=C\c1cc3c(cc1Br)OCO3)C1C=CC2C12CC2 (configuration not stated) | 0 | 0 | -3
89 | O=[N+]([O-])c1cc(S(=O)(=O)N2CCCC2)ccc1NN=Cc1c(Cl)nc2sccn12 | -6 | -3 | 0
90 | O=C(CCn1cnc2c([nH]c3ccccc32)c1=O)N1CCN(C(=O)c2ccco2)CC1 | -2 | 0 | ·
91 | CC(=O)Nc1cccc(SC(F)(F)F)c1 | -6 | -4 | 18
92 | CCOC(=O)C1=C(C)NC2=C(C(=O)CC(c3ccc(OC)cc3)C2)C1c1ccccc1OC(C)C (configuration not stated) | · | -1 | 5
93 | CN1CC=C2C(C#N)C(=N)C(C#N)(C#N)C(c3cc(Cl)cs3)C2C1 (configuration not stated) | 2 | -5 | 6
94 | Cc1ccc(-n2nc(C)c(CCC(=O)NCc3ccccn3)c2C)cc1Cl | -4 | -5 | 25
95 | Cc1cc(-c2cn(S(=O)(=O)c3ccccc3)nc2N)ccc1F | · | -7 | -3
96 | Cc1nc(C)c(NC(=O)c2ccc(OCC(C)C)nc2)s1 | · | 11 | -26
97 | CN(Cc1ccc(N2CCOCC2)cc1)S(=O)(=O)c1cc(Cl)cc(Cl)c1 | -8 | -5 | 1
98 | NC(=O)c1cc(Cl)ccc1OCC(=O)N1CCCC1 | -7 | -12 | 0
99 | CC(Oc1ccccc1C#N)C(=O)NCC(C)(C)NC(=O)OC(C)(C)C (configuration not stated) | -18 | -8 | 2
100 | Cc1ccc(-c2nnc(SCCCC(=O)NC(Cc3ccccc3)c3ccccc3)n2-c2ccc(C)cc2)cc1 (configuration not stated) | -3 | -7 | -5
101 | Cc1ccsc1C(=O)N1CCC(N2CCC(C(=O)NCC3CCCO3)CC2)CC1 (configuration not stated) | · | -4 | 2

Single records, as listed above. Order of values: mcGAS inh | hcGAS lum | NPYLR7 ag
CN1CC=C2C(C#N)C(=N)C(C#N)(C#N)C(c3cc(Cl)cs3)C2C1 (configuration not stated) across the screens: 2 | -5 | 6
Cc1ccsc1C(=O)N1CCC(N2CCC(C(=O)NCC3CCCO3)CC2)CC1 (configuration not stated) across the screens: · | -4 | 2
CCOCCOc1nc(-c2ccco2)n(-c2ccc(NC(=O)Nc3ccc(F)cc3F)cc2)n1 across the screens: -3 | -5 | ·
COC(=O)C1C(=O)CSC1=Nc1ccc(OC)c(OC)c1 (configuration not stated) across the screens: · | -5 | -2
O=C(CCl)Nn1cnc2c(cnn2-c2cccc(Cl)c2)c1=O across the screens: · | -7 | 3
